PPC-1+TRAIL kill: compounds killing PPC-1 cancer cells with TRAIL present (potentiator screen, no TRAIL-free arm); cell killing (% activity), % at 4 µM; PPC-1 cells + TRAIL, ATPLite viability luminescence; 0.41% of 220,000 active; AID 1443;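 active = cell killing above 50% in the first pass at 4 µM, then a duplicate retest at 5 µM averaging 50% or more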;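 also: plate controls were cells with TRAIL plus DMSO for no effect and medium-only wells lacking cells for full effect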
TNF death inh: inhibitors of TNF-alpha induced necroptosis in Jurkat FADD-/- cells; activation (protection from cell death), % at 10 µM; Jurkat FADD-/- TNF necroptosis rescue, ATP luminescence, 24 h; 0 = TNF only, 100 = no-TNF cells; AID 463075; 0.068% of 220,000 active;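 active = activation, meaning protection from cell death, of at least 50% relative to plate controls; inactive = activation below 50%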;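 also: necroptosis triggered by 40 ng/mL TNF-alpha added together with compound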
CHOP inh: CHOP inhibition in unfolded protein response; CHO-K1 CHOP-promoter luciferase, tunicamycin-induced, 15-18 h; inhibition, % at 10 µM; 3.8% of 220,000 active;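 active = compounds that reduced the stress-induced luciferase reporter signal by more than about 70% of percent inhibition, limit read from the data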;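 also: 0% = tunicamycin plus vehicle and 100% = wells without tunicamycin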
EP2 antag: blocks the human prostaglandin E2 receptor EP2; C6 glioma cells expressing human EP2, cAMP TR-FRET; cells stimulated with saturating PGE2; inhibition, % at 25 µM; AID 1422; P43116; 0.52% of 260,000 active;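 active = percent inhibition above 40 after rounding to a whole number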;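 also: rat C6 glioma host cells with rolipram phosphodiesterase inhibitor present; the protocol text gives 20 µM as final concentration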
Target sequence (P43116 whole entry, looked up): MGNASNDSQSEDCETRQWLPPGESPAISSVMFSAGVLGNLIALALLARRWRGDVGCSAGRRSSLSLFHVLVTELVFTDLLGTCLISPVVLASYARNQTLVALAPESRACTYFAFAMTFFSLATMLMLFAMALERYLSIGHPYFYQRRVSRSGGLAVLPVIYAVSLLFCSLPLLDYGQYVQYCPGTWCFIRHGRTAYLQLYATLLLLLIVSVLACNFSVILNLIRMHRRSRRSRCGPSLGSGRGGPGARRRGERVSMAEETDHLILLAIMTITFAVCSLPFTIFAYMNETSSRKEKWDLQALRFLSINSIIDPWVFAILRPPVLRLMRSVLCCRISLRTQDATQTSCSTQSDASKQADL
L929 necroptosis: L929 zVAD cell death inhibition | L929 zVAD necroptosis rescue, ATP luminescence, 24 h; with zVAD 60 µM | viability rescue, % at 10 µM | 0.38% of 220,000 active | AID 1377;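 active = activation, scaled between plate controls, above about 75%, limit read from the data; inactive = activation under that limit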;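 also: 0% = zVAD with DMSO and 100% = DMSO alone without zVAD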
FXIIa inh: factor XIIa (human) inhibition; 0.3% of 220,000 active; AID 800; purified FXIIa, Boc-QGR-AMC fluorogenic substrate, 2 h; inhibition, % at 5 µM; P00748; in the data active = inhibition above about 40%;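 also: 0% = enzyme with no compound and 100% = blank without enzyme; many of its hits are not listed in these tables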
Target sequence (P00748 20-372 limits assumed): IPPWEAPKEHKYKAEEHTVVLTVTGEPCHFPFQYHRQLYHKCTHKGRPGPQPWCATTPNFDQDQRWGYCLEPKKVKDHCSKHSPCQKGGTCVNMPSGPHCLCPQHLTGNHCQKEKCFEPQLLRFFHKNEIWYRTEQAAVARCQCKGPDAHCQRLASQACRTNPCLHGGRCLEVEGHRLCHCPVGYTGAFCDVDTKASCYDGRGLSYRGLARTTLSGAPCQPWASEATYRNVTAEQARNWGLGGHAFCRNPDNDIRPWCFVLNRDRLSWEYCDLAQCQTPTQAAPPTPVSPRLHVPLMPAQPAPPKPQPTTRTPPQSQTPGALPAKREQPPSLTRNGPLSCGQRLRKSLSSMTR
Target sequence (P00748 373-615 limits assumed): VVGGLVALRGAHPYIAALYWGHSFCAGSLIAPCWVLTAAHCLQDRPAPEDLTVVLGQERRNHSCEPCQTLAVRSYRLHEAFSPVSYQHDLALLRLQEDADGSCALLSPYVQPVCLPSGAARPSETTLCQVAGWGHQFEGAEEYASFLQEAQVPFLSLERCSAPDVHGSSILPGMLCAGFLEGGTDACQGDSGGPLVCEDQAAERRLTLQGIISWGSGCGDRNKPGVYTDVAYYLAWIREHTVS
Wee1 stabilizer: human Wee1 degradation inhibition, primary screen | P30291 | HeLa Luc-Wee1K328M stability, luciferase luminescence; 100% = proteasome inhibitor MG132 effect | reporter increase, % at 5 µM | 1.2% of 220,000 active;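 active = activation above the mean of all tested compounds plus 3 SD, set per screening run, cut at about 8.8% in these data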;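 also: cells exposed to compound for 20 h before luminescence read; 0% = DMSO alone and 100% = MG132 at 30 µM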
TbHK1 inh: T. brucei hexokinase 1 inhibition; inhibition, % at 10 µM; 0.11% of 220,000 active; recombinant TbHK1, G6PDH-coupled NADH A340;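 active = inhibition of 50% or more in the single-dose primary screen; inactive = inhibition below 50%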
FXIa inh: inhibitors of human coagulation factor XIa | AID 798 | inhibition, % at 5 µM | P03951 | 0.14% of 220,000 active | purified FXIa, Boc-Glu-Ala-Arg-AMC fluorogenic substrate;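 active = inhibition of at least 40%; inactive = inhibition below 40%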;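 also: fluorescence of freed AMC excited at 355 nm; 0% = enzyme without compound and 100% = no enzyme blank; many of its hits are not listed in these tables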
Starred values were filed as active, the others as inactive; / = no result given; & = joins results of further samples. An excerpt; count on the stated rates, not on these rows.

SMILES	PPC-1+TRAIL kill	TNF death inh	CHOP inh	EP2 antag	L929 necroptosis	FXIIa inh	Wee1 stabilizer	TbHK1 inh	FXIa inh
CCCCn1nnc(NC(=O)Cc2ccc(Cl)cc2)n1	7.6	1.3	9.6	18.5	0.4	-3.6	3.9	-1.0	-2.9
O=C(COC(=O)c1cn(-c2ccccc2)nc1-c1ccccc1)c1ccc([N+](=O)[O-])cc1	9.8	-2.0	49.2	5.8	2.1	9.4	0.5	2.5	7.3
COC(=O)Cc1ccc(NC(=S)Nc2ccccn2)cc1	21.9	1.3	73.2*	8.2	-0.8	9.0	0.9	-0.9	-1.2
O=C1CCC(=O)N1c1ccc(NCCc2ccccc2F)c([N+](=O)[O-])c1	13.1	0.5	20.0	8.0	1.2	7.7	1.4	-1.7	0.1
CCCSc1nnc(NC(=O)Nc2ccccc2OC)s1	-17.4	0.6	-2.3	12.5	3.2	0.3	-0.9	0.7	-4.6
Cc1cc(N)n2nc(-c3ccc(C(C)(C)C)cc3)cc2n1	39.0	-2.3	46.9	9.9	0.7	12.0	2.2	-10.5	-1.3
CCNC(=S)NNC(=O)c1cc(Br)cs1	-2.5	0.5	-23.5	8.0	/	7.1	0.2	-12.4	8.0
CCOc1ccc(/C(O)=C2/C(=O)C(=O)N(CCOCCO)C2c2ccccn2)cc1 (stereo not given)	18.3	0.5	7.0	19.1	1.6	14.2	-0.6	-12.0	9.0
O=C(OCCN1C(=O)c2cccc3c(N4CCOCC4)ccc(c23)C1=O)c1ccc(Cl)cc1	16.8	-10.6	0.1	9.3	0.0	7.4	-1.8	6.2	4.6
CN(C)C=NC(=O)c1cn(-c2ccc(F)cc2)c(=O)c2ccccc12	-0.1	-3.8	5.3	7.6	0.8	8.4	-0.2	-11.3	1.0
COCCn1c(SCC(=O)NNC(=O)Cc2ccccc2)nc2ccccc2c1=O	-6.9	2.3	4.8	2.4	0.5	6.5	3.6	-5.0	4.1
COc1cc2cc(/C=C/C(=O)c3ccco3)c(Cl)nc2cc1OC	15.4	1.4	-61.5	12.1	0.2	8.0	-3.1	-1.4	-21.6
CC(=O)Nc1ccc2nc(CN3CCN(Cc4ccc(F)cc4)C(CCO)C3)ccc2c1 (stereo not given)	16.1	1.3	8.2	9.6	1.0	8.4	0.1	-8.8	-1.2
CC(=O)Nc1cccc(-c2nnc3c4ccccc4c(C)nn23)c1	/	-3.1	-24.9	2.0	0.8	14.1	-0.6	-1.4	9.2
Cc1ccc(O)c(/C=N/NC(=O)c2[nH]ncc2Br)c1	7.6	-1.3	52.1	13.6	1.0	22.1	3.1	15.9	4.5
Cc1ccc(-c2nc3cc(Br)cnc3nc2-c2ccc(C)cc2)cc1	1.7	-5.4	3.8	13.6	8.4	5.0	-3.4	-7.4	6.9
CC(=O)SCC(C)C(=O)NCc1ccccc1 (stereo not given)	8.7	2.6	0.9	6.2	1.3	9.4	-0.9	-9.0	-3.3
O=C(Nc1ccc(CN2CCCCC2)cc1)c1ccc2c(c1)OCO2	-14.0	-0.3	-15.4	14.8	0.5	2.1	5.8	3.7	-0.6
O=C(COc1cccnc1[N+](=O)[O-])c1c[nH]c2ccccc12	2.1	-0.6	8.7	9.2	0.7	7.6	1.4	-19.5	1.4
Cc1ccc2[nH]c(=O)c(CN(CCCO)S(=O)(=O)c3c(C)ccc4nsnc34)cc2c1	6.1	-0.5	10.3	24.6&18.8	-0.2	17.1	-2.1	-18.1	2.4
COc1ccccc1NC(=O)c1csc2c1CCCC2	16.0	-4.3	-16.8	2.2	0.9	1.8	-0.1	3.1	1.1
O=C(O)c1cccc(NC(=O)C2CCCO2)c1 (stereo not given)	13.9	-0.9	-11.1	4.8	0.4	1.8	-2.8	-7.4	-5.3
CN(C)[C@@H]1CCC[C@@H]1OC(=O)C(c1ccccc1)c1ccccc1	-12.7	3.4	8.4	5.6	-0.2	16.3	-0.2	0.7	7.5
CCOC(=O)c1ccc(NC(=S)N(CCCN2CCCCCC2)Cc2ccco2)cc1	7.5	0.7	12.9	8.8	-0.3	12.3	-1.8	1.8	3.9
CC1CCN(C(=O)COC(=O)[C@H](C)NS(=O)(=O)/C=C/c2ccccc2)CC1	26.5	2.1	-12.9	13.8	0.6	9.9	7.8	-1.4	-4.3

Some of the entries above, reformatted:
> O=C(OCCN1C(=O)c2cccc3c(N4CCOCC4)ccc(c23)C1=O)c1ccc(Cl)cc1
  PPC-1+TRAIL kill: 16.8 | TNF death inh: -10.6 | CHOP inh: 0.1 | EP2 antag: 9.3 | L929 necroptosis: 0.0 | FXIIa inh: 7.4 | Wee1 stabilizer: -1.8 | TbHK1 inh: 6.2 | FXIa inh: 4.6

> CN(C)C=NC(=O)c1cn(-c2ccc(F)cc2)c(=O)c2ccccc12
  PPC-1+TRAIL kill: -0.1 | TNF death inh: -3.8 | CHOP inh: 5.3 | EP2 antag: 7.6 | L929 necroptosis: 0.8 | FXIIa inh: 8.4 | Wee1 stabilizer: -0.2 | TbHK1 inh: -11.3 | FXIa inh: 1.0

> COCCn1c(SCC(=O)NNC(=O)Cc2ccccc2)nc2ccccc2c1=O
  PPC-1+TRAIL kill: -6.9 | TNF death inh: 2.3 | CHOP inh: 4.8 | EP2 antag: 2.4 | L929 necroptosis: 0.5 | FXIIa inh: 6.5 | Wee1 stabilizer: 3.6 | TbHK1 inh: -5.0 | FXIa inh: 4.1

> COc1cc2cc(/C=C/C(=O)c3ccco3)c(Cl)nc2cc1OC
  PPC-1+TRAIL kill: 15.4 | TNF death inh: 1.4 | CHOP inh: -61.5 | EP2 antag: 12.1 | L929 necroptosis: 0.2 | FXIIa inh: 8.0 | Wee1 stabilizer: -3.1 | TbHK1 inh: -1.4 | FXIa inh: -21.6

Remaining list, next part:
SMILES	PPC-1+TRAIL kill	TNF death inh	CHOP inh	EP2 antag	L929 necroptosis	FXIIa inh	Wee1 stabilizer	TbHK1 inh	FXIa inh
CCCCNS(=O)(=O)c1ccc2nc(-c3cccnc3)cc(C(=O)NCCOC)c2c1	30.4	0.3	16.9	8.5	-0.5	3.9	-2.5	-27.7	0.5
CC(=O)c1ccc(N2CCN(C(=O)C3CCCN(S(=O)(=O)c4c(C)[nH]c(=O)[nH]c4=O)C3)CC2)cc1 (stereo not given)	0.9	1.2	6.4	4.9	8.3	2.1	-0.7	-35.9	-5.9
CCOC(=O)C1CCN(C(=O)Nc2cc(Cl)cc(Cl)c2)CC1	-4.4	1.7	11.8	4.5	1.4	6.2	-3.7	-5.0	-0.7
CC(C)(C)Cc1nc(-c2ccccn2)no1	-17.6	-1.8	21.4	9.9	0.5	14.2	1.9	-6.6	1.3
O=C(O)CC(C(=O)O)N1C(=O)/C(=C/C=C/c2ccco2)SC1=S (stereo not given)	-1.5	1.6	11.7	10.3	-0.5	3.7	-0.8	-9.6	4.6
CCOCC(=O)Nc1cc(C(=O)NCCc2ccccc2)ccc1Cl	2.6	3.6	-6.8	8.6	4.4	5.7	-1.6	-3.2	-1.5
O=C(CCCC(=O)OCC(=O)c1ccc(Cl)cc1Cl)Nc1cc(C(F)(F)F)ccc1Cl	5.3	-2.8	5.2	14.8	0.1	12.5	-0.8	1.5	4.0
CCOc1cccc(SCc2noc(C(=O)NCC3CCCO3)c2C(=O)O)c1 (stereo not given)	21.8	-0.8	1.8	6.9	-0.3	10.4	-1.2	2.6	3.5
Cc1cc(C)cc(NC(=O)OCCN2CCN(Cc3ccccc3)CCC2=O)c1	2.9	1.7	-4.0	3.6	4.2	29.9	-3.1	1.9	18.1
COc1ccccc1-n1cnnc1SCC(=O)NCC1CCCO1 (stereo not given)	-5.2	-0.5	-9.1	5.5	1.4	0.9	-0.6	-2.6	-5.5
COc1cc(C(=O)Nc2cc(C)ccn2)cc(OC)c1OC	29.4	-0.9	5.8	1.7	-0.1	-12.6	-1.9	5.1	-6.4
CCOc1ccc(-c2n[nH]c(=S)n2/N=C/c2cc3c(cc2[N+](=O)[O-])OCO3)cc1	18.2	0.4	2.6	16.5	2.7	5.4	-1.2	10.5	-0.6
Cc1ccccc1OCCN(C#N)c1nc(N(C)C)nc(N(C)C)n1	9.7	-0.8	29.2	8.5	-2.5	21.7	-3.1	5.7	2.1
N#C/C(=C\c1ccc(OC(=O)c2cccs2)cc1)c1nc2ccccc2[nH]1	7.2	0.2	12.9	13.6	0.9	-1.6	-1.5	13.0	1.7
Cc1ccc(-n2c(C)nn(-c3ncc(C(F)(F)F)cc3Cl)c2=O)cc1	4.2	2.1	-3.8	10.8	0.6	11.1	2.3	11.6	-4.2
COC(=O)c1ccc(COc2ccccc2/C=N/NC(=O)c2cccnc2)cc1	-7.0	-3.1	-6.9	6.7	2.4	1.8	0.3	-7.7	-4.3
Cc1cccnc1NC1(C(F)(F)F)N=C2SCCN2C1=O (stereo not given)	-5.4	-1.5	9.1	4.8	0.8	7.6	-0.2	-0.7	1.0
Cc1ccc(C(C(=O)NCc2ccc(F)cc2)N(CCCO)C(=O)C2COc3ccccc3O2)o1 (stereo not given)	3.2	0.5	11.8	2.8	0.4	5.3	-0.5	-2.7	-0.9
COc1cccc(-n2nnc3c(=O)n(CC(=O)NC4CCCC4)cnc32)c1	4.5	0.8	29.0	7.2	3.6	19.9	-3.1	-2.9	6.6
CC(=O)NCc1nc2ccccc2n1Cc1ccccc1C	9.3	-0.2	-10.6	10.0	0.1	4.2	-1.4	1.9	-2.6
O=C(CCS(=O)(=O)c1cccs1)NC1CCCCCC1	-2.8	0.8	-30.4	10.2	1.3	-0.4	1.0	0.1	-7.0
CCCn1nnc(NC(=O)/C=C/c2ccc(C(C)C)cc2)n1	19.4	0.3	0.7	9.4	1.3	-1.5	-1.2	-12.6	-2.7
CCOc1ccc(N/C=C/C(=O)c2ccc(C)cc2)c([N+](=O)[O-])c1	31.4	-0.9	5.5	9.0	0.0	12.1	0.1	0.1	4.7
Cc1c(Cl)cccc1N1C(=O)C2ON(c3ccccc3)C(c3cccnc3)C2C1=O (stereo not given)	-1.9	0.6	34.0	2.7	0.1	-3.4	-1.9	51.0*	0.4
[O-][n+]1onc2c1CCc1c-2nn(-c2ccccc2Cl)[n+]1[O-]	18.9	-14.1	96.0*	2.9	9.7	11.3	-2.6	0.4	-2.5
(continued)
SMILES	PPC-1+TRAIL kill	TNF death inh	CHOP inh	EP2 antag	L929 necroptosis	FXIIa inh	Wee1 stabilizer	TbHK1 inh	FXIa inh
Fc1cccc(-c2cc3nc4c(c(N5CCN(c6cnccn6)CC5)n3n2)CCCC4)c1	/	0.0	/	/	-0.2	/	-3.3	-2.4	/
Nc1nonc1N/N=C/c1c(O)ccc2ccccc12	4.4	8.5	22.1	19.1	2.0	2.7	-4.4	1.7	-0.2
O=C1c2cccnc2C(=O)N1Cc1ccc2c(c1)OCO2	3.5	0.8	0.1	7.0	2.4	2.6	-1.6	1.5	-5.5
COC(=O)Nc1ccc(S(=O)(=O)N2CCCC(C(=O)O)C2)cc1 (stereo not given)	-0.1	-0.6	5.4	6.1	-0.1	2.1	3.3	-2.4	-3.8
O=C(N/C(=C/c1cccs1)C(=O)N1CCOCC1)c1cccs1	3.3	-0.8	10.0	3.4	0.1	7.4	-0.8	-13.9	-2.9
CCOC(=O)CCCNC(=O)CCNC(=O)c1ccc(OCCC(C)C)cc1	-9.4	3.3	17.8	7.9	-0.6	13.5	-1.5	-13.5	3.0
O=C(Cn1c(C(F)(F)F)nc2ccccc21)NCCN1CCCC1	10.7	0.2	23.4	9.3	0.7	17.5	0.6	4.9	-2.9
CC(=O)Nc1sc(N/N=C\c2ccccc2Cl)nc1-c1cccs1	21.8	2.0	102.8*	9.4	5.0	11.0	3.3	-15.6	0.7
O=[N+]([O-])c1ccccc1N/N=C/c1cccc(O)c1O	14.9	-10.7	71.0*	3.7	1.3	16.6	0.4	-9.3	2.5
CCCCOc1ccc(/C=N/NC(=S)Nc2cccc(C)c2C)cc1	2.6	-0.9	44.1	6.9	0.0	14.6	2.7	-42.7	0.8
